Source: PubChem BioAssay
Polio RdRp inh: inhibitors of poliovirus RNA polymerase binding and polymerization; P03300; poliovirus polymerase elongation, fluorescence polarization; active compounds read low; % elongation, % (compound at 16.7 µg/mL); 150,000 tested, 0.66% active; in the data active means % elongation below about 90%; further: some results filed as inactive read as strong as hits
Target sequence (P03300 1749-2209 limits assumed): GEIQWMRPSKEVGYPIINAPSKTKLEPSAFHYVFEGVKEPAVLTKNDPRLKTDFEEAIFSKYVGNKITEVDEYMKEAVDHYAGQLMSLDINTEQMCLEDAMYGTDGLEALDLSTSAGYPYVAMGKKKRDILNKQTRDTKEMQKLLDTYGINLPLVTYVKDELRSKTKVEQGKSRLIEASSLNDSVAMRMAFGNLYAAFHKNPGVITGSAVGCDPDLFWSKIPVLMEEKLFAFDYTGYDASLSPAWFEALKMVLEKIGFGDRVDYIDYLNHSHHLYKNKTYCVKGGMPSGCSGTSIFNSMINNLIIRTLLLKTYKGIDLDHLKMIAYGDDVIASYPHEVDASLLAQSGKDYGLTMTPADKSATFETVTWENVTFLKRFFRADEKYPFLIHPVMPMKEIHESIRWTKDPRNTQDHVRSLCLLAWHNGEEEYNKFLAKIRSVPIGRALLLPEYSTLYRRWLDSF
Polio RdRp inh FP z-score: second read-out of Polio RdRp inh, no call of its own (marks repeat the call); z-score; measured here: FP z-score; hits read low
* = called active by the depositor; & = joins results of further samples.

SMILES	Polio RdRp inh	Polio RdRp inh FP z-score
CC1(C)Cc2c(c(=O)n(-c3ccccc3)c3ncnc(N)c23)CO1	100	-0.4
COc1ccc(-c2nc3cc(F)c(Cl)cc3nc2-c2ccc(OC)cc2)cc1	102	0
COc1cccc2cc(C(=O)CBr)c(=O)oc12	101	-0.2
O=C(NCc1n[nH]c(=O)c2ccccc12)C1CC1	105	0.2
CSc1ccccc1NC(=O)CN(C)C(=O)Cn1c(=O)oc2ccccc21	101	-0.4
O=C(CCN=C1NS(=O)(=O)c2ccccc21)Nc1cccnc1	103	0.2
O=C(NCCSc1nnnn1-c1ccccc1)c1ccco1	101	0.4
Cc1oc(-c2cccc(Cl)c2)nc1CN1CCC(C(=O)NCc2ccc(Cl)cc2)CC1	101	-0.1
COc1ccc(S(=O)(=O)N2Cc3ccccc3CC2C(=O)Nc2nccs2)cc1OC (stereo not given)	99	-0.7
COc1ccc(C2NC(=O)NC(C)=C2C(=O)Nc2ccccc2)cc1OC (stereo not given)	99	-0.7
Cc1ccc(NS(=O)(=O)c2cn(C)cn2)cc1	101	-0.1
O=c1[nH]c(CSC2CCCCC2)nc2ccccc12	101	-0.5
O=C(O)c1cc(Cl)nc(Cl)c1	98	-0.8
O=C(NCc1cccs1)c1nn(-c2ccccc2F)nc1CO	111	1
CCOC(=O)/C=C1\NC(C)(C)Cc2cc(OC)c(OC)cc21	99	-0.9
O=C(c1cc(=O)[nH]c2ccccc12)N1CCc2ccccc2C1	106	0.5
COc1cccc(NC(=O)c2nn(C)c3c2COc2ccccc2-3)c1	100	-1.1
COc1ccc(S(=O)(=O)CCC(=O)Nc2ccc(OC(F)(F)F)cc2)cc1	105	1.4
CC(C)c1cc(NCc2ccccn2)n2c(nc3ccccc32)c1C#N	98	-1
Cc1noc2nc(C(=O)NCCC3=CCCCC3)nc(N3CCOCC3)c12	101	0.4
CCC(=O)NC1CC(C(C)(C)NC(=O)CC)CC=C1C (stereo not given)	99	-0.5
Cc1ccc(-c2nc3cc(NC(=O)Cc4ccc(Cl)cc4)ccc3o2)cc1	108	0.4
FC(F)(F)c1cccc(/C=N/n2cnnc2SCc2ccccc2)c1	101	-0.2
CCOc1ccc(CCNC(=O)c2c(C)oc3ncn(CC(C)C)c(=O)c23)cc1OCC	111	0.5
CCN(CC)CCNC(=O)C1CCN(c2cc(C)nc3c(-c4ccc(Cl)cc4)c(C)nn23)CC1	107	0.5
CC(=O)OC1=CSc2ccc(Br)c3cccc1c23	103	0.4
Cc1ccc(C)c(S(=O)(=O)NCc2ccc(C(=O)N3CCN(C)CC3)cc2)c1	99	-0.2
O=C(CSc1nnc(Cc2ccccc2)n1Cc1ccccc1)NCc1ccco1	99	-0.7
O=C(OCC(=O)N1CCCC1)c1ccc(Cl)c(Cl)c1	102	0.4
Cc1nc(NNC(=O)c2ccccc2)cc(-c2ccccc2)n1	102	0.8
Cc1cc2oc(C(=O)Nc3cccc(-c4nc5ccccc5o4)c3)c(C)c2cc1C	108	0.1
Cc1oc2ncn(CC(C)C)c(=O)c2c1C(=O)N1CCN(c2ccc(F)cc2)CC1	108	0.1
O=c1c2cnn(-c3ccc(F)cc3)c2ncn1Cc1ccccc1Cl	110	1
CCOC(=O)c1sc(NC(=O)C(C)Oc2ccc(OC)cc2)c(C(=O)OCC)c1C (stereo not given)	108	0.9
NNc1nc2ccccc2s1	104	0.5
CCc1ccc(S(=O)(=O)Nc2cc3c(C(=O)OCc4ccccc4)c(C)oc3c3ccccc23)cc1	108	1.1
CCc1ccc(CNC(=O)Cn2c(-c3cccs3)cc3cc(F)ccc32)cc1	110	1.7
O=c1[nH]sc2ccccc12	98	-0.4
COc1ccc(Cn2c(CO)cnc2SCC(=O)Nc2ccc3c(c2)OCCO3)cc1	105	-0.2
CC1=CC(C)C(/C=N/n2cnnc2)C(C)C1 (stereo not given)	107	0.1
O=C(CSc1nc2ccccc2c2nc3ccccc3n12)c1ccccc1	103	0.3
O=C(CNC(=O)c1ccc2ccccc2c1)OCn1nnc2ccccc2c1=O	100	-0.6
Cc1c(Cl)cccc1-n1nc(C)c2c(C(=O)NCc3ccccc3)cc(C3CC3)nc21	105	-0.6
CC1CN(C(=O)Nc2ccc(C(=O)NCc3cccc(F)c3)cc2)c2ccccc2S1 (stereo not given)	107	-0.1
CC(=O)NC1=NC(=O)/C(=C/c2cccc(Oc3ccccc3)c2)S1	96	-1.6
CSCCC(N=C1NS(=O)(=O)c2ccccc21)C(=O)N1CCN(C(=O)c2ccco2)CC1 (stereo not given)	108	0.6
CC(C)CC(=O)NC(C(=O)N[C@H](C(=O)NC(CC(C)C)[C@@H](O)CC(=O)N[C@@H](C)C(=O)NC(CC(C)C)[C@@H](O)CC(=O)O)C(C)C)C(C)C (stereo not given in full)	101	0.2
CC(C)(C(=O)Nc1cccc(Cl)c1)S(=O)(=O)c1ccc(C(F)(F)F)cn1	102	-0.5
Cc1cc(C(=O)Nc2c(C)nc3ccccn3c2=O)ccc1[N+](=O)[O-]	102	-1.4
CCN(CC)c1cccc(Oc2ncnc3sccc23)c1	136	5.3
CCCn1c2ccccc2c2cc(OC)ccc21	103	0.9
Cc1ccn2cc(-c3ccc(O)c(O)c3)nc2c1	106	0.4
O=C(O)c1c2c(nc3ccccc13)CCC2	100	0.1
COc1cc(NC(=O)Cn2c(=O)cc(C)c3c(C)nn(-c4ccc(C)cc4)c32)cc(OC)c1	103	-0.8
CCc1c(C)oc2cc3ccccc3c-2c1C	102	-0.3
O=C(CNS(=O)(=O)c1ccccc1)Nc1ccc2c(c1)OCO2	103	0.4
COc1ccc(C2OC(=O)CC2C(=O)NCc2ccc(C)cc2)cc1OC (stereo not given)	101	0.5
CC1O[C@@H](O[C@@H]2C=C3CCC4C(CC[C@]5(C)[C@@H](c6ccc(=O)oc6)CC[C@]45O)[C@@]3(C)CC2)C(O)[C@@H](O)[C@H]1O (stereo not given in full)	99	-0.2
Cc1ccc2nsnc2c1S(=O)(=O)N1CCCC1	100	-0.2
O=C(O)c1ccnn1C(F)F	100	-0.5

Further records:
SMILES	Polio RdRp inh	Polio RdRp inh FP z-score
COc1ccc(C(=O)Cn2c(=O)c(-c3cc(C)ccc3NC(C)=O)nc3ccccc32)cc1	98	-1.5
CCC1CCCCN1C(=O)CSc1nc2c([nH]c3ccccc32)c(=O)n1-c1cccc(OC)c1 (stereo not given)	104	-0.8
Cc1ccc2cc(C3CC(c4ccccc4)=NN3C(=O)CCC(=O)O)c(=O)[nH]c2c1 (stereo not given)	93	-1
C=CCN1CC2=C(C1=O)C(c1ccccc1)NC(=O)N2 (stereo not given)	101	-0.1
CC(C)Cn1c(SCc2nnc(-c3cccs3)o2)nc(O)cc1=O	83*	-3.6*
COC(=O)C1=CN(CCc2ccc(F)cc2)C=C(C(=O)OC)C1c1ccccc1C(F)(F)F	102	0.2
CCOc1ccc(CCNC(=O)c2ccc(Cn3c(=O)c4cccn4c4cccnc43)cc2)cc1	101	-1.3
COc1ccccc1NC(=O)CN(C)S(=O)(=O)c1ccc2c(c1)c(=O)n(C)c(=O)n2C	103	0
O=C1c2cccc3cccc(c23)N1CN1CCCCC1	102	0
CCCc1cc(=O)oc2cc(OCC(=O)OCc3ccccc3)ccc12	102	0.1
CCOC(=O)c1cnc2nc(C(F)(F)F)nn2c1N	100	-0.1
c1ccc(OCCSc2nnc(-c3c[nH]c4ccccc34)o2)cc1	99	-0.7
COCCn1nnnc1C(c1ccc(OC)c(OC)c1)N1CCc2ccccc21 (stereo not given)	101	-0.2
Cc1nnc(SCC(=O)c2cc(C)n(CC3COc4ccccc4O3)c2C)n(N)c1=O (stereo not given)	105	0.4
O=C(CC1N=C2c3ccccc3N=C(SCC(=O)Nc3ccc(F)cc3)N2C1=O)NCc1ccco1 (stereo not given)	103	-0.9
Cc1ccc2nc(COCC(=O)O)[nH]c2c1	100	-0.7
CSc1ccnc2c1c(=O)n(C)c(=O)n2C	100	0
COc1ccc(-c2nnc(SCC(=O)N=Nc3c(O)[nH]c4ccccc34)n2-c2ccccc2)cc1OC	102	0
O=C(Nc1ccc2nc(SCC(=O)N3CCOCC3)sc2c1)c1ccccc1Cl	110	0.7
CCN1CCN(c2ncc3c(n2)CC(c2ccccc2O)CC3=O)CC1 (stereo not given)	109	0.8
O=C(CC(=O)NN=C1CCCC1)NCc1ccccc1	100	-1
Cc1ccc(NC(=O)CN2C(=O)c3cccnc3Sc3ccccc32)cc1C	108	0.4
CCN(CCO)C(=O)CCN1C(=O)/C(=C/c2ccc(OC)c(OC)c2)SC1=S	104	0.5
Cc1cc2c(cc1S(=O)(=O)CCC(=O)N1CCCC(C)C1)OCC(=O)N2 (stereo not given)	109	0.6
Cc1ccc(N/C(N)=N/c2nc(CSc3nnc(C)s3)cc(=O)[nH]2)c(C)c1	101	0.2
C=C[C@]12CN(C)C3C4COC(CC41)[C@]1(C(=O)Nc4ccccc41)[C@@H]32 (stereo not given in full)	102	0.2
CCC(C)NC(=O)CN1C(=O)COc2ccc(S(=O)(=O)N3CCOCC3)cc21 (stereo not given)	103	-0.5
CC(C)N(C(=O)C[n+]1ccc(/C=N/O)cc1)C(C)C	102	0.1
COc1ccc(-c2nn(-c3ccccc3)cc2C#N)cc1OC	101	-0.4
N#CCSc1nnc(CSc2nc3ccccc3s2)n1Cc1ccccc1	110	0.4
CCC(C)(C)n1c(=O)[nH]c2c(c1=O)CCC2	103	0.3
Clc1ccc(CSc2nnc(Cc3cccs3)n2C2CC2)cc1Cl	101	-0.1
O=C(CN1C(=O)C2(OCCO2)c2ccccc21)c1ccc(Br)cc1	105	1.6
CC(C)OCCCn1c(=O)c2ccccc2n2c(-c3ccccc3)nnc12	119	0.8
NC(=O)C[n+]1cccc(C(N)=O)c1	104	0.7
N#CCc1ccc(NC(=O)c2nccnc2C(=O)O)cc1	98	-1.1
Cc1cccc(NC(=S)NCCCN2CCOCC2)c1	103&99	0.2&-0.4
Cc1ccc(Cl)cc1NC(=O)C1CCCN(S(=O)(=O)c2c(C)noc2/C=C/N(C)C)C1 (stereo not given)	103	-0.6
O=C1N(CNc2ccccc2)CCN1CNc1ccccc1	106	1.1
Cc1ccc(N/C(N)=N/c2nc3c(c(=O)[nH]2)CCCC3)c(C)c1	99	-0.6
S=C1NC2(CCCC2)Nc2ccccc21	93	-1.5
O=C(CSCc1ccccc1)NCc1ccccc1	111	0.3
Cc1cc(C)cc(-n2ncc3c(=O)[nH]cnc32)c1	100	-0.1
CNCc1ccc(-c2ccc(F)c(Cl)c2)o1	101	-0.1
Cc1ccc2[nH]c(CNC(=O)C3CC3)cc2c1	104	0.8
NS(=O)(=O)c1ccc(CNC(=O)c2ccccc2Oc2ccccc2)cc1	105	0.1
COC(=O)/C(=C(/O)CSc1nnc(-c2ccco2)n1Cc1ccccc1)c1nc2ccccc2[nH]1	99	-0.6
COc1ccc(-n2c(SC)nc3sc4c(c3c2=O)CCN(C(C)=O)C4)cc1	108	0.8
CC(C)Cn1c(N)c(C(c2cccnc2)N2CCN(c3ccccc3)CC2)c(=O)[nH]c1=O (stereo not given)	106	0.2
Cc1cc(F)ccc1NC(=O)CS(=O)(=O)c1cccc2nsnc12	105	-0.5
Brc1ccc(-c2csc(-c3nc(-c4ccc(Br)s4)cs3)n2)cc1	110	1.1
Cc1cc(C(=O)Cn2cnnc2C#N)c(C)n1-c1ccc(Br)cc1	103	-0.1
CCCn1c(CCC(=O)NC2=NCCS2)nc2cc(S(=O)(=O)N(CC)CC)ccc21	103	0.1
C(=N\n1c(-c2ccco2)csc1=NCc1ccccc1)/c1cccnc1	102	0
O=c1c2ccccc2[nH]c(=S)n1Cc1ccccc1	103	0.3
CCCCCN=C1NN=C(c2ccccc2)C(C(=O)Nc2cccnc2)S1 (stereo not given)	98	-0.3
COc1ccc(OCC(=O)Nc2c(Cl)cccc2Cl)cc1	100	-1
COCCCn1c(C)cc(C(=O)CSc2ncnc3ccccc23)c1C	100	-0.3
Cc1[nH]c(=S)[nH]c(=O)c1CCO	102	0.2
CCOc1ccc(N(CC)C(=O)c2cc3c(=O)oc4ccccc4c3s2)cc1	106	0.2
CCc1ccc(Sc2cc(C(=O)NCCCOC(C)C)c3ccccc3n2)cc1	103	-1.8
CC(C)N=C(NS(=O)(=O)c1cccs1)c1ccccc1	106	1.3
CC1(C)NC(=O)N(CCSc2ccc(Cl)cc2)C1=O	102	0.3

Some of the compounds tested, so the mix of outcomes need not match the whole.
